Compound activity: PubChem, Broad Institute
S100A4 inh HTS = inhibitors of S100A4-myosin IIA peptide binding, primary screen, biochemical, fluorescence polarization, TAMRA-MyoIIA peptide; AID 652163, 2013; actives 0.14% (n = 360,000); inhibition, % at 10.7 µM;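 active means mean inhibition of at least 70% across replicates, with every replicate also reaching that level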
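System – human S100A4 monomer protein, biochemical binding assay · Buffer or medium – Calcium-containing HEPES buffer, pH 7.2 · Timing – 5 min between mix addition and reading · Also added – TAMRA-labelled myosin IIA heavy-chain peptide probe, 5 nM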
esBAF inh = Bmi1 luciferase reporter increase in mESCs, primary screen, esBAF inhibitor project, mouse ES cells, Bmi1 luciferase knock-in, single point. 24 h; 100% = twice the neutral-well signal. reporter increase, % at 12.5 µM. actives 2% (n = 350,000). AID 602393, 2012; in the data active means activation above about 40%;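 further: 0% = median of the plate's neutral control wells and 100% = double that signal; a rise in the Bmi1 reporter signal indicates esBAF inhibition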
FN deposit inh = inhibitors of fibronectin matrix deposition, primary screen, AH1F cells, Alexa488-fibronectin fluorescence, plate reader; AH1F fibroblasts, overnight; inhibition, % at 12.6 µM; actives 0.086% (n = 350,000);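 active means mean inhibition across replicates of 30% or more, regardless of how many single replicates reach that level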;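 further: positive control wells lacked labelled fibronectin entirely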
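Material – AH1F fibroblast monolayer, labelled fibronectin deposition · Reagent – labelled fibronectin 24 nM · Timing – 1 h adhesion, overnight exposure · Measured by – fluorescence at 485 nm excitation, 525 nm emission · Read-out – inhibition of fibronectin deposition signal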
XiGFP reactiv = activators of inactive X chromosome reactivation, primary screen, imaging, XiGFP fibroblasts, GFP high-content imaging, set 2 | actives 0.055% (n = 360,000) | XiGFP mouse fibroblasts, % GFP-positive cells imaging, 3 d; cells co-treated with 5-aza-dC sensitizer; scaled so ellipticine positive control = 100% | activation, % at 7.58 µM;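 active means mean normalized replicate activation at least 10% and every replicate at or above 10%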;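 further: 0% = median of on-plate neutral control wells and 100% = ellipticine 6 µM median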
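System: SV40-immortalized XiGFP fibroblast cells, line 68-5-11 / Incubation: 3-day compound exposure, then 15 min fixation at room temperature / Compound: single concentration per compound, delivered by pin transfer / Buffer or medium: DMEM plus 5-aza-dC sensitizer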
RAD52 inh = RAD52 DNA annealing inhibitors, primary screen, biochemical, FRET, single point, set 2 | DNA repair protein RAD52 homolog (Homo sapiens), P43351 | recombinant RAD52 DNA annealing, FRET fluorescence | inhibition, % at 18.7 µM | actives 0.46% (n = 360,000) | AID 651710, 2012;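 active means every replicate showing at least 50% inhibition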
Target sequence (P43351 whole entry, looked up): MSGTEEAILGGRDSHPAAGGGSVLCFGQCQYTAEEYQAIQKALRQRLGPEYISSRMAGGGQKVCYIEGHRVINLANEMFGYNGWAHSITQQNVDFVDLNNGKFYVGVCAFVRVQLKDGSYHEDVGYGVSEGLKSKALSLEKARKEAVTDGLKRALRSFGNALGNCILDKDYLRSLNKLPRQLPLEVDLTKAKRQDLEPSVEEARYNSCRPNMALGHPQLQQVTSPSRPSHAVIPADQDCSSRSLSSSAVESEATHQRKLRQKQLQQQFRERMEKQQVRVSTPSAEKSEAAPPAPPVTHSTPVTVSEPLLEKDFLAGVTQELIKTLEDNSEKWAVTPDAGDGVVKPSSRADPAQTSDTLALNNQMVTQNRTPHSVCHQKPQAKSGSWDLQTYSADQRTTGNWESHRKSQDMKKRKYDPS
EWS-Fli inh = EWS/Fli-driven NR0B1 reporter inhibitors, primary screen, A673 cells, NR0B1 luciferase, luminescence, MLPCN library. viability-normalised. inhibition, % at 12.6 µM. actives 0.67% (n = 350,000). AID 651661, 2012;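 active means mean inhibition of at least 50% after viability correction, with every replicate also passing that limit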;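 further: firefly luciferase signal divided by Alamar Blue viability fluorescence both relative to DMSO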
RAD54 inh = inhibitors of human RAD54 branch migration, primary screen, biochemical, fluorescence, single point; actives 0.14% (n = 360,000); RAD54 Holliday junction branch migration, FAM/BHQ fluorescence; inhibition, % at 10.4 µM;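 active means mean normalized replicate activity at least 40 and at least half of replicates scoring 40 or more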;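 further: 0% = median of neutral control wells and 100% = median of positive control wells; inhibitors cause a drop in the FAM fluorescence signal; in these data hits start at about 50%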
E-selectin induc = E-selectin induction in HUVECs, primary screen, imaging, HUVEC, immunofluorescence imaging, single point; P16581; normalized: neutral wells 0, TNF-alpha wells 100; activation, % at 7.58 µM; actives 0.37% (n = 260,000);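 active means mean E-selectin-positive cell signal at least 10% of the positive control, reached in at least 60% of replicates, without over 20% cell loss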;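 further: in these data hits start at about 27%; measured in HUVEC primary endothelial cells; signal is the percent of cells scored E-selectin positive by PE staining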
Target sequence (P16581 whole entry, looked up): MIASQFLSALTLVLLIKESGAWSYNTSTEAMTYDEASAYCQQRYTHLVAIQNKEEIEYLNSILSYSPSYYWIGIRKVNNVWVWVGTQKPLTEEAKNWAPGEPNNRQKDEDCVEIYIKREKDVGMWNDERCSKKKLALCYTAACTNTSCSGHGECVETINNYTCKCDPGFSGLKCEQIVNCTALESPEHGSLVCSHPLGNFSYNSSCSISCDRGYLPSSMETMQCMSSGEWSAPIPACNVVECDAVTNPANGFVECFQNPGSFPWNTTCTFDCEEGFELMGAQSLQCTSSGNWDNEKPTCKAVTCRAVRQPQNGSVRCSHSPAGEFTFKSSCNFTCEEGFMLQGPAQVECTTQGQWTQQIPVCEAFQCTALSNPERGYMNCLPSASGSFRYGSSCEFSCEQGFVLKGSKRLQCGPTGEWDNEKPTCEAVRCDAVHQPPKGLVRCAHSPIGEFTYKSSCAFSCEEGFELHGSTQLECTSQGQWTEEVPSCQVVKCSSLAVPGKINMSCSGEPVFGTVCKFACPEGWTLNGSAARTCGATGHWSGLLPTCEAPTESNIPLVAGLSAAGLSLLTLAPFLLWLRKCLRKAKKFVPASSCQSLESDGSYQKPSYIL
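System: HUVEC / Compound: single concentration / Signal: immunofluorescence imaging / Read-out: percent E-selectin-positive cells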
Starred values were filed as active, the others as inactive; . = no result given; & = joins results of further samples.

The line under a structure holds: S100A4 inh HTS	esBAF inh	FN deposit inh	XiGFP reactiv	RAD52 inh	EWS-Fli inh	RAD54 inh	E-selectin induc
- OCCNc1nc(Nc2ccc(Cl)cc2)nc(N2CCCC2)n1
  2	-1	6	-0.1	-12	-9	0	0.8
- O=C(CCl)Nc1ccc(N=Nc2ccccc2)cc1
  21	-11	-9	0.0	-1	-5	3	-0.3
- COc1ccccc1NCC(=O)c1ccc(Cl)cc1
  2	1	-9	0.0	-7	3	9	.
- CC1CC(NC(=O)c2c(O)nc3sccn3c2=O)CC(C)(C)C1 (stereo unspecified)
  17	.	-2	0.5	-7	14	.	5.4
- C[C@H](NC(=O)C[C@@H]1CC[C@@H]2[C@H](COC[C@H](O)CN2C(=O)Nc2cccc(F)c2)O1)c1ccccc1
  3	31	-1	-0.1	7	-65	0	0.0
- CCc1cc(=O)oc2cc(C)cc(OCC(=O)N[C@@H](CSCc3ccccc3)C(=O)O)c12
  -21	2	.	.	-17	-4	-7	.
- CN1c2ccc(C#Cc3cccnc3)cc2[C@H]2[C@H](CCN2C(=O)Nc2cc(F)ccc2F)[C@@H]1CO
  -6	6	-2	0.0	24	6	-7	1.1
- O=C(COC(=O)C1C2CC3OC(=O)C1C3C2)Nc1ccccc1 (stereo unspecified)
  4	6	-5	0.0	-5	-13	-9	.
- C[C@H](CO)N1C[C@H](C)[C@H](CN(C)Cc2ccc(F)cc2)Oc2ncc(C#Cc3ccccc3)cc2C1=O
  .	.	-10	0.2	.	10	.	0.3
- CCOc1ccc(OCC)c(Nc2cc(C)nc3nc(C)nn23)c1
  -2	7	3	0.3	-13	3	-1	0.8
- CN(C(=O)COc1ccc2ccc(=O)oc2c1)C1CCS(=O)(=O)C1 (stereo unspecified)
  1	-7	4	0.0	-21	-3	-5	.
- O=c1c2ccccc2nc(/C=C/c2ccc(Br)cc2)n1CCO
  1	.	-7	0.1	-9	-10	2	-0.1
- CN1CCN(C(CNC(=O)C(=O)Nc2ccc3c(c2)OCO3)c2ccc(F)cc2)CC1 (stereo unspecified)
  -7	2	0	-0.1	-1	1	1	.
- O=C(CCC(=O)OCC(=O)c1ccc(-c2ccccc2)cc1)Nc1cccc2cccnc12
  4	5	.	.	-14	.	-3	.
- COc1cc([N+](=O)[O-])c2nc(C(=O)O)ccc2c1
  -2	.	4	0.0	3	4	.	-0.4
- COc1ccc(NC(=O)c2c(NC(=O)CCC(=O)O)sc3c2CCCCC3)cc1
  1	.	6	0.2	-14	-6	.	0.9
- CC(C)CN(C(=O)CN(C)CC(=O)Nc1ccccc1C#N)c1c(N)n(CC(C)C)c(=O)[nH]c1=O
  -13	-1	-2	0.2	-5	5	-9	0.3
- COc1ccc(NC(=O)N2C[C@@H]3[C@H](c4ccccc42)[C@H](CO)N3Cc2ccccn2)cc1
  0	14	-15	-0.1	-22	-14	4	0.0
- CC1CCCN(C(=O)c2cccc(S(=O)(=O)NCc3ccccc3)c2)C1 (stereo unspecified)
  -4	-4	-11	0.0	6	3	-6	0.1
- CCCNS(=O)(=O)c1ccc(OCC(=O)N(C)Cc2ccccc2)cc1
  -4	3	-1	0.1	-20	-4	-2	0.3
- CCCCCCCCN1C(=O)[C@H](CC(=O)NCC23CC4CC(CC(C4)C2)C3)C[C@@]2(C(=O)OC)CC(C)(C)CC=C12
  -3	.	11	0.1	-10	12	.	-0.4
- Cc1c(Cc2ccccc2)c(=O)oc2c(C)c(OC(C)C(=O)N[C@@H](Cc3ccccc3)C(=O)O)ccc12 (stereo partly specified)
  -5	-6	.	.	1	-2	-7	.
- Cc1cc(C)c(C(=O)COC(=O)c2ccc([N+](=O)[O-])o2)cc1C
  -3	.	6	0.6	-12	1	.	.
- COc1ccc2c3c(n(C)c2c1)[C@@H](CO)N(Cc1cccc(F)c1)CC31CN(C)C1
  6	.	.	0.2	24	6	.	-0.1
- CCOc1ccc(CNC(=O)c2ccc3c(c2)N(CC)CCS3)cc1
  5	-2	-8	0.0	-16	-1	-2	-0.6
- COC(=O)CCn1nc(-c2ccc(Cl)cc2)c2ccccc2c1=O
  -3	-6	4	0.0	0	-6	.	2.1
- CC(C)(C)c1ccc(/C=C/C(=O)N2CCc3ccccc3C2)cc1
  -4	-1	.	.	-6	-6	0	.
- COCOc1cc(O)c(C(=O)/C=C/c2ccccc2)c(OCOC)c1
  2	17	.	.	-1	8	0	.
- O=C(C[C@@H]1C[C@H]2c3cc(NC(=O)C4CCC4)ccc3O[C@H]2[C@H](CO)O1)NC1CCCCC1
  -8	-9	-9	0.1	2	-9	1	-0.3
- COc1ccc(C2(C)NC(=O)NC2=O)cc1OC (stereo unspecified)
  0	9	-1	0.2	-3	7	-1	0.1
- O=C(CCc1nnc(CCCc2ccccc2)o1)NCCN1CCOC1=O
  15	.	-2	0.0	-28	-6	.	.
- COc1ccccc1CNC(=O)COC(=O)c1cc(=O)c2ccccc2o1
  25	2	-7	0.4	-13	-1	7	.
- Cc1cccc(-c2ocnc2C(=O)Nc2ccccc2C(=O)N2CCCC2)c1
  -1	6	5	0.0	-1	5	24	.
- C[C@H](O)C#Cc1ccc2c(c1)O[C@@H](CN(C)C(=O)Cc1ccccn1)[C@@H](C)CN([C@H](C)CO)S2(=O)=O
  4	2	.	0.5	8	10	0	-0.1
- CC(=O)N(C)C[C@H]1Oc2cc(-c3ccc(C#N)cc3)ccc2S(=O)(=O)N([C@H](C)CO)C[C@@H]1C
  4	-1	8	-1.1	4	0	6	0.0
- C[N+](C)(C)C(Cc1ccccc1)C(=O)[O-] (stereo unspecified)
  -10	-4	.	.	-12	-6	1	.
- O=C(Nc1ccccc1)N[C@@H]1CC[C@@H](CCNS(=O)(=O)c2ccccc2F)O[C@@H]1CO
  -2	4	.	0.3	-9	1	-10	-1.8
- COc1ccc(CN2CCN(C3CCC3)CC2CCO)c(F)c1 (stereo unspecified)
  -2	-3	-4	0.1	-5	6	9	0.3
- CCCC#Cc1ccc2c(c1)O[C@@H](CN(C)CC1CCOCC1)[C@H](C)CN([C@H](C)CO)S2(=O)=O
  -6	-7	.	0.1	6	20	-3	-0.1
- COc1ccc(CNC(=O)C2(CC3CC(c4ccccc4)=NO3)CCN(C(=O)Cc3ccc(F)cc3)CC2)cc1 (stereo unspecified)
  -2	3	-3	-0.2	-10	-2	0	0.0
- C[C@H]1CN([C@@H](C)CO)S(=O)(=O)c2ccc(C#CCN(C)C)cc2O[C@H]1CN(C)Cc1ccccn1
  -6	-1	1	0.6	-17	6	8	0.0
- CC(NS(=O)(=O)c1cccc(C(=O)N(C)Cc2ccc(N3CCOCC3)cc2)c1)c1ccccc1 (stereo unspecified)
  0	-8	2	0.5	-9	6	-1	-0.4
- COc1ccc(S(=O)(=O)Nc2c(C(=O)O)[nH]c3ccccc23)cc1
  15	-3	1	0.3	-4	-26	-13	0.5
- Cc1nc(SC(C)C(=O)Nc2c(C)n(C)n(-c3ccccc3)c2=O)nc(C)c1C (stereo unspecified)
  0	2	-10	0.0	-3	-75	-8	.
- CCN(C(=O)c1cccc(S(=O)(=O)N2CCCCC2)c1)C1CCS(=O)(=O)C1 (stereo unspecified)
  -2	7	0	0.1	-7	2	.	-1.7
- CCOc1ccc(N(C)S(=O)(=O)c2ccc(-c3ccc(=O)[nH]n3)s2)cc1
  -3	-1	-5	0.0	-20	.	-5	.
- O=C(CSc1nc2ccccc2c(=O)n1-c1ccccc1Cl)Nc1cccc(S(=O)(=O)N2CCOCC2)c1
  2	.	7	0.0	-11	5	-5	.
- CN(C)c1nc2ncn(Cc3ccccc3)c2c(=O)[nH]1
  -8	.	-13	-0.1	-7	-4	.	.
- COc1cccc(CC(=O)Nc2ccc(S(=O)(=O)Nc3nc(C)cc(C)n3)cc2)c1
  -7	.	-2	0.2	-22	-16	-19	-0.1
- CCCCN(CCCC)C(=S)NC(=O)c1ccccc1Cl
  .	.	-5	0.1	.	.	0	-0.3
- C/C=C/c1ccc(C2[C@H]3CNC[C@@H]2N3S(=O)(=O)c2cccc(F)c2)cc1 (stereo partly specified)
  -9	.	-7&-4	0.0&0.1	9	8	.	0.0&-0.1
- O=C(NCCN1CCC(n2c(=O)[nH]c3ccccc32)CC1)c1ccc(C(F)(F)F)cc1C(F)(F)F
  -1	.	-7	0.0	-10	11	.	-0.2
- Cc1ccc(C(=O)Nc2ncc(Cc3ccccc3)s2)o1
  .	4	-4	.	.	.	8	1.0
- O=C(CN1C(=O)NC2(CCCCC2)C1=O)Nc1cccc(S(=O)(=O)N2CCOCC2)c1
  1	1	-2	-0.1	-4	-4	-4	1.1
- CC(C)N1CCc2c(sc(NC(=O)c3ccc(S(=O)(=O)N4CCCCC4C)cc3)c2C(N)=O)C1 (stereo unspecified)
  -2	-10	4	-0.1	-7	7	-1	0.3
- Cc1ccc(NC(=O)COC(=O)C2CCC(=O)N2)c([N+](=O)[O-])c1 (stereo unspecified)
  5	.	-2	-0.8	-10	6	.	0.7
- COc1ccc(S(=O)(=O)NC2CCCC2)c(OC)c1
  4	0	3	0.0	-9	.	-6	-0.3
- COc1cc(CC(=O)Nc2cccc(SC)c2)cc(OC)c1OC
  2	.	-2	-0.1	-10	18	.	.
- COCC#Cc1cnc2c(c1)C(=O)N([C@@H](C)CO)C[C@H](C)[C@@H](CN(C)C(=O)c1ccc(F)cc1)O2
  -5	-3	-1	-0.3	-8	-5	1	-0.4
- CCSc1oc(-c2ccco2)nc1S(=O)(=O)c1ccc(C)cc1
  -9	-5	5	0.1	-16	-19	-7	0.1
- COc1cc(NC(=O)CCc2nnc3ccc(NCc4ccco4)nn23)cc(OC)c1
  -6	-4	-3	0.0	-14	.	3	.
- CSc1nncn1/N=C/c1ccc([N+](=O)[O-])cc1
  -1	.	.	0.0	-3	-2	.	.

Given with tabs: entries from further up
SMILES	S100A4 inh HTS	esBAF inh	FN deposit inh	XiGFP reactiv	RAD52 inh	EWS-Fli inh	RAD54 inh	E-selectin induc
O=C(COC(=O)C1C2CC3OC(=O)C1C3C2)Nc1ccccc1 (stereo unspecified)	4	6	-5	0.0	-5	-13	-9	.
O=C(Nc1ccccc1)N[C@@H]1CC[C@@H](CCNS(=O)(=O)c2ccccc2F)O[C@@H]1CO	-2	4	.	0.3	-9	1	-10	-1.8

Arranged by number of heavy atoms (lowest first): some entries from above.
The line under a structure holds: S100A4 inh HTS	esBAF inh	FN deposit inh	XiGFP reactiv	RAD52 inh	EWS-Fli inh	RAD54 inh	E-selectin induc
- COc1ccc(S(=O)(=O)Nc2c(C(=O)O)[nH]c3ccccc23)cc1
  15	-3	1	0.3	-4	-26	-13	0.5
- C[C@H](O)C#Cc1ccc2c(c1)O[C@@H](CN(C)C(=O)Cc1ccccn1)[C@@H](C)CN([C@H](C)CO)S2(=O)=O
  4	2	.	0.5	8	10	0	-0.1
- Cc1c(Cc2ccccc2)c(=O)oc2c(C)c(OC(C)C(=O)N[C@@H](Cc3ccccc3)C(=O)O)ccc12 (stereo partly specified)
  -5	-6	.	.	1	-2	-7	.
